# CCT chaperon mod – High-Throughput Screening for Modulators of Cytosolic Chaperonin Activity; 360,000 compounds, 0.3% hits; activity change, % (test concentration not listed), hits read low; AID 651819, 2012; purified chaperonin ATPase assay, HTRF ADP detection, 30 min; in the data active means activity change below about -30%; further: on the % scale 0 is the no-effect control and ±100 the full control effect
#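 We incubate TRiC, 40 or 20 nM final, with library compounds at 76 uM and 10 uM ATP for 30 min at 37 °C. ADP formed is detected with Transcreener HTRF reagents after 30 min at room temperature.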
# Akt phos inh – HTS Assay for Inhibitors of Akt Phophorylation: Primary Screen; 360,000 compounds, 0.32% hits; AID 651550, 2012; activity change, % for hits at 50 µM; Neuro2A IGF-stimulated pAkt S473 HTRF, 20 min; hits give low values; in the data active means activity change below about -80%; inconclusive means mostly about -51% to -80%; further: on the % scale 0 is the no-effect control and ±100 the full control effect
#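 Neuro2A cells (4,500/well, DMEM with 0.5% FBS) were treated with compound at a single 50 µM final concentration, stimulated with 6 nM IGF for 20 min at 37 °C, and lysed. Phospho-Akt Ser473 was read by HTRF as 665/615 ratio ×10^4.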
# Nrf2 activator – qHTS of Nrf2 Activators; 410,000 compounds, 0.31% hits; Potency, µM (top dose mostly 46.1 µM), without a hit: top-dose activation, actives largely listed as activators; AREc32 ARE-luciferase reporter (MCF7-derived line), luminescence, 24 h; further: potency means the concentration at half of the fitted maximal effect; % of control where 0% means no effect; nearly all actives have a fitted effect of over 65% in size
#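 Quantitative high-throughput format: AREc32 reporter cells, 1000 per well, received compound by pin transfer and were incubated 24 hr at 37 deg C, 5% CO2, before Steady-Glo luminescence detection.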
# A549 viability – Nrf2 qHTS screen for inhibitors: counterscreen for cytotoxicity. A549 ARE-Fluc cells, CellTiter-Fluor viability, 18-24 h. Potency, µM (series often up to 46 µM), inactives show at the top dose activity change, negative = cytotoxicity, most hits filed as inhibitors. 390,000 compounds, 0.16% hits. AID 504648, 2011; further: potency means the concentration at half of the fitted maximal effect; on the % scale 0 is the no-effect control and ±100 the full control effect
#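 A549 ARE-Fluc cells in 5% FBS OPTI-MEM, 5000 cells/well, rested 2 h then exposed to compounds in concentration-response for 18-24 h at 37 °C. Viability by CellTiter-Fluor fluorescence (Ex 405/Em 525) after 30 min; luciferase luminescence (BugLite, 15 min, RT) read afterwards.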
# HepG2 viability – qHTS for Inhibitors of TGF-b: Cytotox Counterscreen. HepG2 CAGA-GFP viability, ATP luminescence, 18 h. Potency, µM (series often up to 46.1 µM), for inactives: at the highest dose activity change, negative = cytotoxicity, usual class: cytotoxic. 410,000 compounds, 0.76% hits; further: potency means the concentration at half of the fitted maximal effect; some results filed as inactive show a strong effect at the top dose
#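 HepG2 CAGA-GFP cells (1000/well, DMEM with 1% FBS) received compound, then TGF-beta at 500 pg/mL final, and were incubated 18 hours at 37 degrees C. Viability was read by CellTiter-Glo luminescence. Media-only wells were set as complete cell-killing and DMSO as no toxicity.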
# TGFb inhibitor – qHTS for Inhibitors of TGF-b. Potency, µM (doses to about 46.1 µM), inactives show at the highest dose activity, negative = inhibition, hits mostly inhibitors. 410,000 compounds, 1.2% hits. HepG2 CAGA-GFP TGF-b/SMAD3 reporter, GFP fluorescence, 18 h; TGF-beta stimulated, 500 pg/mL final. AID 588855, 2011; further: potency means the concentration at half of the fitted maximal effect; on the % scale 0 is the no-effect control and ±100 the full control effect; nearly all actives have a fitted effect of over 65% in size
#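 GFP signal (ex488/em500-530) from TGF-beta-stimulated HEPG2 CAGA-GFP cells, 500 pg/mL final, 18 h at 37 degrees C in DMEM plus 1% FBS, normalized to unstimulated and DMSO-stimulated controls.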
# Nrf2 block – Nrf2 qHTS screen for inhibitors; A549 ARE-Fluc reporter, luciferase luminescence, 18-24 h; Potency, µM (series often up to 46 µM), inactives show at the top dose activity change, negative = inhibition, most hits filed as inhibitors; 360,000 compounds, 2.1% hits; AID 504444, 2011; further: potency means the concentration at half of the fitted maximal effect; on the % scale 0 is the no-effect control and ±100 the full control effect; nearly all actives have a fitted effect of over 60% in size
#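 Nrf2 activity is the BugLite luminescence, read 15 min after reagent at room temperature, following CellTiter-Fluor cytotoxicity readout (30 min, 37C). Compound titrations were applied for 18-24 h to 5000 A549 ARE_Fluc cells/well in 5% FBS OPTI-MEM.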
# Mm-Cpn inhibitor – Inhibitors of TCP-1 ring complex (TRiC) of Methanococcus maripaludis (MmCpn): qHTS; AID 504842, 2011; 330,000 compounds, 0.031% hits; Potency, µM (doses to about 76.9 µM), for inactives: top-dose activity, negative = inhibition, most hits filed as inhibitors; Chaperonin Mm-Cpn (Methanococcus maripaludis); purified Mm-Cpn ATPase, ADP Transcreener TR-FRET; further: potency means the concentration at half of the fitted maximal effect; on the % scale 0 is the no-effect control and ±100 the full control effect; nearly all actives have a fitted effect of over 80% in size
#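 ATPase turnover read by TR-FRET ADP competition (Eu cryptate antibody/ADP-d2, 665/590 nm): 10uM ATP final, 25nM Mm-CPN final, 30 min 37degC after 10-min compound preincubation, pH 7.4 Tris/KCl/MgCl2/DTT buffer.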
# S2 tox – Viability Counterscreen for Primary qHTS for Inhibitors of ATXN expression. AID 651635, 2014. Potency, µM (doses to about 56.7 µM), actives largely listed as cytotoxic. 400,000 compounds, 0.49% hits. S2 cells (HEK-293 line with an ATXN2-luciferase reporter) viability, CellTiter-Fluor protease fluorescence, 24 h; further: potency means the concentration at half of the fitted maximal effect; nearly all actives have a fitted effect of over 40% in size
# Numbers without * were called inactive; i = inactive; ? = inconclusive; . = not tested or not shown; & = joins results of further samples; [ ] = dose if it differs, or a comment. Unless noted, the call rests on the fitted dose curve; in most records, active means well fitted curve in the direction sought with a large enough effect; inconclusive means small, poorly fitted or top-dose-only effect, or another doubt; inactive means no such curve, though single readings can be large; an effect the other way counts as inactive or inconclusive.
SMILES,CCT chaperon mod,Akt phos inh,Nrf2 activator,A549 viability,HepG2 viability,TGFb inhibitor,Nrf2 block,Mm-Cpn inhibitor,S2 tox
CCS(=O)(=O)c1nc(S(=O)(=O)c2ccc(C)cc2)c(N2CCC3(CC2)OCCO3)s1,0.7,i,?,0%,-59%,-2%,-6%,0%,i
CN(CC(=O)NCc1ccc2c(c1)OCO2)S(=O)(=O)c1ccc(F)cc1,-0.8,i,0.0%,1%,9%,24%,0%,1%,i
COc1cc(/C=C/C(=O)OCC(=O)c2ccc(OC(F)F)cc2)ccc1O,-0.7,i,13%,-3%,-30%,-19%,-12%,1%,i
CCCn1cc(S(=O)(=O)c2ccc(CC)cc2)c(=O)c2cc(F)c(N3CCN(C)CC3)cc21,.,.,0.1%,?,6%,-12%,?,.,.
CCOc1ccccc1NC1=C(Cl)C(=O)N(Cc2ccccc2)C1=O,0.8,i,19%,3%,-20%,-1%,?,2%,i
CCOC(=O)C1=C(C)Nc2nc(C)nn2C1c1ccc(C)cc1 (stereo not drawn),-0.4,i,0.3%,12%,-17%,-4%,9%,1%,i
Cc1ccc(S(=O)(=O)NC(=O)Nc2nccs2)cc1,-0.3,i,-1.0%,-1%,-1%,-13%,10%,?,i
COC(=O)C1CCCCN1C(=O)c1cccc(OC2CCN(C(=O)C3CC3)CC2)c1 (stereo not drawn),-2.8,i,-0.1%,-2%,0%,-18%,8%,0%,i
COc1ccccc1C(=O)NCCC(=O)NCCC12CC3CC(CC(C3)C1)C2,-0.5,i,0.1%,-3%,-28%,10%,-18%,0%,i
CCOC(=O)c1ccc(N2C(=O)c3n[nH]c(-c4cccs4)c3C2c2cccc(O)c2)cc1 (stereo not drawn),.,.,-4.0%,-23%,-82%,11µM*,?,.,28µM*
O=S(=O)(c1ccccc1)N(F)S(=O)(=O)c1ccccc1,-1.7,i,-0.7%,2%,6%,13%,1%,-7%,i
CCOc1cc(/C=N/NC(=O)c2nn(C)cc2Br)ccc1OCc1ccccc1,-0.9,i,-0.8%,-10%,-1%,1%,?,3%,i
NC1=CC(=O)C(=O)c2ccccc21,-0.1,i,-2.7%,1%,-99%,?,0%,.,i
CCn1c(SCC(=O)Nc2nc(C)c(C)s2)nc2cccnc21,-9.1,i,4.9%,-8%,-1%,-6%,-13%,-2%,i
COc1ccc(-n2ncc3c2CC(C)(C)CC3NC(=O)c2ccc(OC)o2)cc1 (stereo not drawn),-4.0,i,0.5%,-6%,-3%,-14%,3%,1%,i
O=C(COc1ccc(F)c(Cl)c1)NC(=O)NC1CCCC1,1.1,i,0.4%,.,-1%,7%,.,.,i
COCCC(=O)Nc1ccc2c(c1)CN(C(=O)CSC)CC2,-1.5,i,2.0%,2%,2%,5%,-14%,-1%,i
O=C(O)CSc1nc2ccccc2s1,2.4,i,-1.2%,15%,31%,2%,21%,-1%&-2%,i
CC(C)(C)NC(=O)C1(C)CCC(=O)N1C1CC1 (stereo not drawn),0.8,i,0.4%,.,-11%,?,.,.,i
O=S(=O)(Nc1ccccc1N1CCCCC1)c1ccc(Cl)s1,-2.0,i,0.4%,-3%,-84%,0%,-16%,1%,i
Cc1[nH]nc2c1C(c1cccc(O)c1)C1=C(CC(C)(C)CC1=O)N2 (stereo not drawn),-0.5,i,-0.4%,11%,21%,-2%,-5%,1%,i
Cc1nnc2n1CCCCC2,-5.3,i,-0.7%,-8%,8%,13%,2%,0%,?
COC1=CC(=O)c2ccccc2C1=O,0.8,i,-2.9%,?,2.2µM*,1.4µM*,23µM*,0%,i
O=S(=O)(/N=C(/c1ccccc1)N1CCOCC1)c1ccc(F)cc1,-3.3,i,0.4%,6%,-12%,1%,10%,2%,i

# Taken from above.
# In Nrf2 block, O=S(=O)(Nc1ccccc1N1CCCCC1)c1ccc(Cl)s1 shows -16%
# In Mm-Cpn inhibitor, Cc1nnc2n1CCCCC2 shows 0%
# In Nrf2 block, O=S(=O)(/N=C(/c1ccccc1)N1CCOCC1)c1ccc(F)cc1 shows 10%
# In HepG2 viability, O=C(COc1ccc(F)c(Cl)c1)NC(=O)NC1CCCC1 shows -1%

# Additional results follow.
SMILES,CCT chaperon mod,Akt phos inh,Nrf2 activator,A549 viability,HepG2 viability,TGFb inhibitor,Nrf2 block,Mm-Cpn inhibitor,S2 tox
COc1ccc(-n2cc(C(=O)c3cc4ccccc4oc3=O)c(C(C)=O)n2)cc1,0.5,i,6.0%,-1%,-6%,0%,6%,0%,i
CC(C)(C)OC(=O)C[C@@H]1C/C=C\C[C@@H](CC(=O)N(CCO)Cc2ccccc2)C(=O)NC[C@H](c2ccccc2)OC1=O,3.4,i,-0.8%,?,-8%,-3%,?,-1%,i
Cc1ccc(C(=O)C(OC(=O)c2cnccn2)c2ccccc2)cc1C (stereo not drawn),-0.6,i,-0.7%,7%,-21%,-24%,5%,0%,i
O=C(CCC(=O)Nc1nnc(C2CCCCC2)s1)NCC1CCCO1 (stereo not drawn),-3.8,i,1.2%,-10%,-6%,-5%,7%,-1%,i
O=C(CSc1ccc2c(c1)OCCO2)Nc1ccc2c(c1)OCO2,-2.4,i,0.2%,-2%,12%,-20%,?,-1%,i
Cc1cccc(OCC(=O)NCc2ccc3c(c2)CCN3C(=O)c2ccccc2)c1,.,.,2.8%,3%,-1%,32%[activator],.,.,.
CCC(=O)N1CCc2cc(CNS(=O)(=O)c3ccc(CC(C)C)cc3)ccc21,.,.,-0.2%,8%,-23%,?,.,.,.
COc1cccc(C(=O)c2cn(CC(=O)Nc3cc(Cl)c(OC)cc3OC)c3nc(C)ccc3c2=O)c1,.,.,0.0%,-1%,14%,27%,7%,.,i
c1ccc(-c2csc(NNC3=NCCCCC3)n2)cc1,4.5,i,?,?,-31%,?,?,1%,?
CCOC(=O)CN(C#N)c1nc(N(C)C)nc(N(C)C)n1,-7.9,i,5.8%,-19%,5%,9%,4%,-2%,i
O=C(Nc1ccc(N2CCOCC2)c(Cl)c1)c1ccc(-n2cnnc2)cc1Cl,-0.5,i,-0.5%,14%,-1%,-4%,9%,-3%,i
O=C(CS(=O)(=O)c1ccc(Cl)cc1)Nc1nccs1,-0.6,i,0.0%,.,-38%,-9%,.,.,i

# Compound profiles, as listed above:
# O=C(CCC(=O)Nc1nnc(C2CCCCC2)s1)NCC1CCCO1 (stereo not drawn) is entered as CCT chaperon mod = -3.8; Akt phos inh = i; Nrf2 activator = 1.2%; A549 viability = -10%; HepG2 viability = -6%; TGFb inhibitor = -5%; Nrf2 block = 7%; Mm-Cpn inhibitor = -1%; S2 tox = i
# O=C(CSc1ccc2c(c1)OCCO2)Nc1ccc2c(c1)OCO2 is entered as CCT chaperon mod = -2.4; Akt phos inh = i; Nrf2 activator = 0.2%; A549 viability = -2%; HepG2 viability = 12%; TGFb inhibitor = -20%; Nrf2 block = ?; Mm-Cpn inhibitor = -1%; S2 tox = i
# CCC(=O)N1CCc2cc(CNS(=O)(=O)c3ccc(CC(C)C)cc3)ccc21 is entered as CCT chaperon mod = .; Akt phos inh = .; Nrf2 activator = -0.2%; A549 viability = 8%; HepG2 viability = -23%; TGFb inhibitor = ?; Nrf2 block = .; Mm-Cpn inhibitor = .; S2 tox = .

# Compounds from the list above containing a tert-butyl group, in the order listed:
SMILES,CCT chaperon mod,Akt phos inh,Nrf2 activator,A549 viability,HepG2 viability,TGFb inhibitor,Nrf2 block,Mm-Cpn inhibitor,S2 tox
CC(C)(C)NC(=O)C1(C)CCC(=O)N1C1CC1 (stereo not drawn),0.8,i,0.4%,.,-11%,?,.,.,i
CC(C)(C)OC(=O)C[C@@H]1C/C=C\C[C@@H](CC(=O)N(CCO)Cc2ccccc2)C(=O)NC[C@H](c2ccccc2)OC1=O,3.4,i,-0.8%,?,-8%,-3%,?,-1%,i

# Next compounds follow.
SMILES,CCT chaperon mod,Akt phos inh,Nrf2 activator,A549 viability,HepG2 viability,TGFb inhibitor,Nrf2 block,Mm-Cpn inhibitor,S2 tox
Cc1c(Cl)cccc1NC(=O)CSc1nc(=O)n(CCCN2CCOCC2)c2c1CCC2,-1.0,i,-0.1%,16%,-36%,-38%,-20%,1%,i
CC1=C/C(=C(/c2ccc(O)c(C)c2)c2ccccc2S(=O)(=O)O)C=CC1=O,-1.7,i,-1.3%,?,1%,-5%,?,-4%,?
CN1CCN2c3ccccc3CC(C#N)(C#N)C2C1 (stereo not drawn),0.3,i,-1.0%,.,3%,1%,.,.,i
Cc1ccc(S(=O)(=O)NNC(=S)Nc2c(Cl)cccc2Cl)cc1,-0.5,i,0.3%,-7%,-57%,-5%,-9%,0%,i
COc1ccc(NC(=O)CSc2nnc(NC(=O)Nc3ccc(OC)cc3)s2)cc1,.,.,3.8%,2%,-1%,3%,.,.,.
CN1CCc2nc3sc(C(=O)c4ccc(F)cc4)c(N)c3cc2C1,.,.,9.1%,-10%,-6%,47%[activator],9%,.,?
Cn1c(=O)c2c(nc(NCCOc3ccc(C(C)(C)C)cc3)n2C)n(C)c1=O,-1.4,i,-0.8%,-3%,1%,?,-22%,0%,i
Cc1ccc(C(=O)OCC(=O)N2CCC(C)CC2)cc1S(=O)(=O)N1CCOCC1,-6.6,i,0.2%,.,-16%,-1%,.,.,i

# An unsorted share of the library (roughly 4.4% active in at least one column).
